Screens: PubChem BioAssay, several laboratories
AP ELISA ortho: alternative complement pathway inhibitors, primary screen, biochemical, ELISA, human serum, orthogonally pooled compounds. LPS-coated ELISA, C3 deposition; tested in compound mixtures. inhibition, % at 5 µM. 62,000 tested, 0.08% active. AID 1235, 2008;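 active means inhibition above 30% in each of the two pooled mixtures holding the compound, so the lower value exceeds 30%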;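 further: 0% = serum in Mg-EGTA without compound and 100% = EDTA serum blank; some compounds past the cut are filed as inactive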
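Assay system: Human serum alternative complement pathway, C3 deposition on LPS-coated wells | Incubation: 1 h serum-compound exposure at 37 °C | Doses: 5 µM per compound in ten-compound mixtures | Read-out: Percent inhibition | Technique: ELISA with HRP anti-human C3 antibody, TMB substrate, absorbance 450 nm | Replication: Two pool placements per compound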
DUSP1 inh: MKP-1 phosphatase inhibitors, primary screen, biochemical, in vitro; 65,000 tested, 0.15% active; recombinant MKP-1, OMFP hydrolysis fluorescence; Dual specificity protein phosphatase 1 (Homo sapiens), P28562; inhibition, %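 (compounds tested at a single concentration somewhere between 10 and 100 µM)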;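 active means inhibition above about 50%, limit read from the data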;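 further: 0% = DMSO max control wells and 100% = wells with enzyme stopped by NaOH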
Target sequence (P28562 whole entry, looked up): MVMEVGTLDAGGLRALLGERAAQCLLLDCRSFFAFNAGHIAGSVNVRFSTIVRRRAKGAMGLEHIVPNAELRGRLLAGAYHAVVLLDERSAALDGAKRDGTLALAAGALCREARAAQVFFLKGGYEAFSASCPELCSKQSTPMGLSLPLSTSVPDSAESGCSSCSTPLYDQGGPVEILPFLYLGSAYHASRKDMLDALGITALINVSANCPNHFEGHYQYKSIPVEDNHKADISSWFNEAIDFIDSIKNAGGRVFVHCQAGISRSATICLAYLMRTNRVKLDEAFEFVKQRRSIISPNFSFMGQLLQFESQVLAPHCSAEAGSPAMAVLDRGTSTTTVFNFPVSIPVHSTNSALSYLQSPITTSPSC
MMP-13 inhibitor: human MMP13 inhibitors, primary screen, biochemical, FRET peptide cleavage; Collagenase 3 (Homo sapiens), P45452; MMP-13 fTHP FRET cleavage, Mca fluorescence; inhibition, % at 4 µM; 65,000 tested, 0.07% active;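 active means inhibition above the mean of compound-free control plate wells plus 3 SD, cut at about 14% in these data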;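 further: 0% = DMSO wells and 100% = wells with reference MMP-13 inhibitor after basal subtraction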
JNK3 inh: JNK3 kinase activity inhibitors, primary screen, biochemical, human, purified enzyme. HTS. inhibition, % at 8 µM. 60,000 tested, 0.61% active. AID 746, 2007; in the data active means inhibition above about 17%;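 further: 0% = DMSO and 100% = reference inhibitor; many of its hits are not listed in these tables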
FXIIa inh mix: human factor XIIa inhibitors, primary screen, biochemical, pooled compound mixtures, fluorogenic substrate; inhibition, % at 5 µM; 62,000 tested, 0.2% active; AID 684, 2007; purified FXIIa;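 further: 0% = enzyme without compound and 100% = no enzyme blank; some results filed as inactive read as strong as hits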
Target sequence (P00748 20-372 limits assumed): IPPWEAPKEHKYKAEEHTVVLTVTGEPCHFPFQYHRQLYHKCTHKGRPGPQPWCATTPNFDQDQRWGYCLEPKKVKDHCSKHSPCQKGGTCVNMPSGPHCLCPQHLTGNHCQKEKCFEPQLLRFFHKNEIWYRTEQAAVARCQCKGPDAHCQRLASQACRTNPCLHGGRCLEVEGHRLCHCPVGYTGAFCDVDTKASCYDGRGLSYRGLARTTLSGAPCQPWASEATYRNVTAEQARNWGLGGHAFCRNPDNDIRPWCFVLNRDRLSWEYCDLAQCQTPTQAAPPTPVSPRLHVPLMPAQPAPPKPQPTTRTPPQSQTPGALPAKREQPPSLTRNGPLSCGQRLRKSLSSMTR
Target sequence (P00748 373-615 limits assumed): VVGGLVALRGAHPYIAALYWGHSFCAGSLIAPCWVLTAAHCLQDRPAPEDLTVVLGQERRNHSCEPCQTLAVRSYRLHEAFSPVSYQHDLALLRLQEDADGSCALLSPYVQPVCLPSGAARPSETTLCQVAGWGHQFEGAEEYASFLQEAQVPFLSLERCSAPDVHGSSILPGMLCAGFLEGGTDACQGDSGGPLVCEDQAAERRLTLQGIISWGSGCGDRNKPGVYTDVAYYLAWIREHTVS
A340 absorber: compound light absorbance at 340 nm, profiling panel, artefact control, biochemical, MLSMR library, data from PS, PMK, MK assays; 65,000 tested, under 10 active; fold change at 10 µM; compound absorbance at 340 nm, fold over control; AID 708, 2007;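 active means at 10 µM dose, initial 340 nm absorbance at least 2 fold that of control wells; inactive means change under 2 fold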;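 further: initial absorbance extrapolated from kinetic A340 decline of NADH oxidation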
Hsp90 inh: tumor Hsp90 inhibitors, primary screen, cell lysate, fluorescence polarization, NCI-N417 lysate | AID 429, 2006 | Cy3B-geldanamycin FP displacement | inhibition, % at 30 µM | 64,000 tested, 0.35% active | Heat shock protein HSP 90-alpha (Homo sapiens), P07900;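 active means inhibition above 50%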;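 further: 0% = tracer plus lysate wells and 100% = tracer alone without lysate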
FXIa inh mix: FXIa protease inhibitors in compound pools, primary screen, biochemical, 10-compound mixtures | purified FXIa, fluorogenic substrate, pooled mixtures | inhibition, % at 5 µM | 62,000 tested, 0.19% active | Coagulation factor XI (Homo sapiens), P03951;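 further: each value is inhibition by a whole ten-compound pool holding the compound; 0% = enzyme with no mixture and 100% = wells lacking enzyme; strong numbers were not always called active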
Cdc25B inh: inhibitors of Cdc25B phosphatase catalytic domain, primary screen, biochemical, OMFP fluorescence | inhibition, %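 (compounds tested at 10 µM final in the well)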 | 65,000 tested, 0.1% active | recombinant Cdc25B, OMFP fluorescence Ex485/Em525 | AID 368, 2006; in the data active means inhibition above about 50%
An asterisk follows results filed as active; . = not tested or not shown. Unless noted, no stated cut-off is given here; in the data, active means inhibition above about 20% (passing the limit was not always enough); inactive means the rest.

SMILES | AP ELISA ortho | DUSP1 inh | MMP-13 inhibitor | JNK3 inh | FXIIa inh mix | A340 absorber | Hsp90 inh | FXIa inh mix | Cdc25B inh
CC/C(CC(C)(C)c1ccccc1)=N\O | . | 10 | 0 | 2 | . | 1 | 0 | . | -9
O=C(CSc1nnnn1Cc1ccccc1)NCCc1ccccc1 | -7 | 5 | -5 | 1 | 1 | 1 | 2 | 10 | -8
CCC(C)Sc1nnc(Cc2cc(=O)[nH]c(=O)[nH]2)n1-c1ccc(OC)cc1 (stereo not given) | 14 | 9 | 8 | 0 | -2 | 1.1 | 0 | 4 | 6
Cc1ccccc1Cn1ccc(NC(=O)c2onc(C)c2Cl)n1 | 4 | -13 | 5 | 4 | -15 | 0.99 | 0 | 0 | -11
COc1ccc(C(=O)N(Cc2ccco2)Cc2cc3cc(C)ccc3[nH]c2=O)cc1OC | -4 | -9 | -12 | -7 | 2 | 1 | -7 | 7 | -2
CCn1cc(C(=O)N2CCN(c3ccccn3)CC2)c2cc(OC)c(OC)cc2c1=O | 16 | 2 | -1 | . | 6 | 1.1 | . | 1 | -4
O=C(O)CS(=O)(=O)CC(=O)O | 5 | 19 | 2 | -1 | 4 | 1 | -2 | 0 | 7
CCOC(=O)Cc1csc(NC(=O)CSc2nnnn2-c2ccc(F)cc2)n1 | 9 | -15 | -4 | -2 | 5 | 1 | -3 | 2 | 0
Cc1ccccc1OCC(=O)Nc1cccc(N(C)S(C)(=O)=O)c1 | -12 | -2 | 5 | -3 | 2 | 1 | -3 | 1 | -12
COc1ccc(OCCSc2ncccn2)cc1 | 4 | -2 | 1 | 0 | 9 | 1 | -1 | 2 | -18
CC(=O)c1n[nH]nc1Nc1nc(C)cc(C)n1 | . | 8 | 3 | 0 | . | 1.1 | -2 | . | 3
CN(C)C(=O)COc1ccc2ccc(=O)oc2c1 | 0 | 4 | -42 | 5 | 6 | 1.1 | 0 | -2 | 4
Cn1c(C(=O)Nc2ccc3c(c2)OCO3)cc2sccc21 | 15 | -26 | 3 | -4 | 5 | 1.1 | 37 | 8 | -1
Cc1cc2ncn(N)c2cc1C | 8 | -13 | -6 | -5 | -20 | 0.98 | 2 | 8 | 6
Cc1occc1C(=O)Nc1cccc2ccccc12 | 9 | 3 | 0 | 0 | 5 | 1 | 6 | 5 | -7
CS(=O)(=O)N(CC(=O)N1CCC(C(N)=O)CC1)C1CCCCC1 | 9 | -6 | 1 | 3 | 5 | 0.95 | 0 | 2 | -11
CCOC(=O)CSc1nc2ccc(NC(C)=O)cc2s1 | 1 | 0 | 1 | 3 | 1 | 1.1 | -2 | -3 | 0
CS(=O)(=O)N1CCN(c2nc(-c3ccccc3)cs2)CC1 | 2 | 7 | 3 | -3 | -15 | 1 | -1 | 0 | -3
CCOC(=O)CN1C(=O)C(C)(C)Oc2ccc(C(=O)Nc3ccccc3OC)cc21 | -1 | 9 | 2 | 5 | -15 | 1 | 0 | 4 | -3
Cn1c(=O)c2ncn(CC(=O)Nc3cc(C(F)(F)F)ccc3N3CCOCC3)c2n(C)c1=O | 12 | 16 | 1 | -1 | 3 | 1 | -4 | 7 | -5
COc1cccc(C2=CC(c3ccc(N(C)C)cc3)n3nnnc3N2)c1 (stereo not given) | . | -22 | -12 | 2 | . | 1 | -5 | . | 8
O=c1cc(-c2ccc(Cl)cc2)[nH][nH]1 | 5 | -3 | 3 | -5 | 4 | 0.98 | -3 | 5 | -4
COCCn1nnnc1C(c1ccc(Cl)cc1)N1CCSCC1 (stereo not given) | 6 | 11 | 2 | 2 | -11 | 1.1 | 0 | 10 | -12
O=C(NCc1cccs1)c1csc2ccccc12 | 5 | 2 | 6 | 8 | -17 | 1 | -8 | 3 | -5
NC(=O)C1CCN(c2nc(C3CC3)nc3c2nnn3Cc2ccccc2)CC1 | -9 | 4 | 5 | -3 | -3 | 0.99 | 0 | 6 | 5
The list goes on:
SMILES | AP ELISA ortho | DUSP1 inh | MMP-13 inhibitor | JNK3 inh | FXIIa inh mix | A340 absorber | Hsp90 inh | FXIa inh mix | Cdc25B inh
Cc1nc2sc(C(c3ccccc3)N3CCC(O)CC3)c(O)n2n1 (stereo not given) | 6 | 0 | 3 | -2 | -18 | 1 | 3 | 10 | -8
NC(=O)CCn1c(=O)oc2ccccc21 | 26 | 1 | 2 | -3 | 0 | 1.1 | 3 | 5 | -9
CCn1cnc2cc(NCc3ccncc3)ccc21 | -2 | 6 | -1 | -4 | 0 | 1.1 | -1 | -2 | -5
NC(=O)CSc1nnc(Cn2c(=O)sc3ccccc32)n1CCc1ccccc1 | 8 | 12 | -1 | 0 | 3 | 1 | 1 | 8 | -7
O=C(CC1N=C2c3ccccc3N=C(SCc3ccccc3Cl)N2C1=O)NCc1ccco1 (stereo not given) | 14 | 31 | -2 | -5 | -3 | 1 | -8 | 2 | -5
Cn1c(=O)[nH]c(=O)c2c1nc(NCCCn1ccnc1)n2Cc1cccc(Br)c1 | 0 | -5 | 0 | 6 | 3 | 0.99 | -4 | 16 | 8
Nc1cc(-c2ccccc2)ccc1O | 10 | -13 | -18 | -3 | -20 | 0.99 | 1 | -2 | -1
NC(=O)C1(N2CCCCC2)CCN(C(=O)NC2CCCCC2)CC1 | 15 | -1 | 4 | 7 | 13 | 1 | 2 | 6 | -9
Cc1ccc(C(=O)C2COC(=O)C2)cc1 (stereo not given) | -1 | 3 | 2 | . | 9 | 0.99 | -3 | -3 | -2
CCOC(=O)NC(NCC(O)c1ccccc1)(C(F)(F)F)C(F)(F)F (stereo not given) | -3 | -12 | 6 | 8 | -3 | 1 | 0 | -2 | 8
COc1ccc(OC)c(CN2C(=O)c3ccccc3C2C(=O)NCc2cccnc2)c1 (stereo not given) | 28 | -11 | 3 | 1 | -16 | 1 | -1 | 1 | -11
CCOC(=O)C(NC(=O)CC)(Nc1cc(C)on1)C(F)(F)F (stereo not given) | -6 | 23 | 3 | 3 | 11 | 1 | 0 | 5 | -13
CCc1nnc(NC(=O)C2CCCCC2)s1 | . | 4 | -9 | 4 | . | 1 | 0 | . | -4
CC(=O)Nc1c(O)nc(SCC(=O)Nc2ccc(C(C)=O)cc2)[nH]c1=O | 3 | -2 | 1 | 5 | -16 | 1 | 0 | 4 | -5
CS(=O)(=O)N(CCc1ccccc1)CC(=O)N1CCN(Cc2ccccc2)CC1 | 12 | 21 | 2 | -3 | 3 | 1 | -9 | 7 | 0
Cn1cc(/C=N/n2cnc3scc(-c4ccccc4)c3c2=O)c2ccccc21 | 8 | 14 | -2 | 3 | 3 | 1.1 | -6 | 12 | 6
CCC(C)(C(=O)NC1CCCC1)N(CC1CCCO1)C(=O)c1ccc2c(c1)OCO2 (stereo not given) | 23 | 4 | 1 | 4 | -7 | 0.98 | -5 | 8 | -4
CC(=O)Nn1c(-c2ccccc2)cc2ccccc21 | -6 | -39 | -42 | 0 | 1 | 0.98 | 0 | -2 | -8
CN(CC(=O)Nc1ccc(Cl)cc1)CC(=O)Nc1cc(Cl)ccc1C#N | 20 | 2 | 3 | -2 | -2 | 0.99 | -3 | 0 | 6
Cn1c(=O)[nH]c(=O)c2c1nc(Br)n2CC(O)c1ccccc1 (stereo not given) | 42* | 20 | -6 | -8 | 2 | 1 | -4 | 5 | -1
O=C(CN1CCCN(S(=O)(=O)c2ccc(Br)cc2)CC1)Nc1ccc2cn[nH]c2c1 | -4 | 5 | 3 | -4 | -3 | 0.98 | 0 | -6 | 6
COc1cc(C2C(C(=O)OC(C)C)=C(C)Nc3ncnn32)cc(OC)c1OC (stereo not given) | 14 | -8 | 0 | 0 | -13 | 1 | 2 | 3 | 0
COc1ccc(-n2c(Cn3c(=O)sc4ccccc43)nnc2SC)cc1 | 9 | 7 | 3 | 6 | 2 | 1.1 | -1 | 5 | -2
CCN(C#N)c1nc(N(C)C)nc(N(C)C)n1 | 4 | 6 | -1 | 0 | 9 | 1 | -2 | 2 | -4
CCC(=O)c1cc(F)c(N2CCN(C(=O)Cc3ccccc3)CC2)cc1C | . | -5 | 3 | 0 | . | 1.1 | -4 | . | -15

Overlap with the part before: five entries, followed by the next part.
SMILES | AP ELISA ortho | DUSP1 inh | MMP-13 inhibitor | JNK3 inh | FXIIa inh mix | A340 absorber | Hsp90 inh | FXIa inh mix | Cdc25B inh
O=C(CN1CCCN(S(=O)(=O)c2ccc(Br)cc2)CC1)Nc1ccc2cn[nH]c2c1 | -4 | 5 | 3 | -4 | -3 | 0.98 | 0 | -6 | 6
COc1cc(C2C(C(=O)OC(C)C)=C(C)Nc3ncnn32)cc(OC)c1OC (stereo not given) | 14 | -8 | 0 | 0 | -13 | 1 | 2 | 3 | 0
COc1ccc(-n2c(Cn3c(=O)sc4ccccc43)nnc2SC)cc1 | 9 | 7 | 3 | 6 | 2 | 1.1 | -1 | 5 | -2
CCN(C#N)c1nc(N(C)C)nc(N(C)C)n1 | 4 | 6 | -1 | 0 | 9 | 1 | -2 | 2 | -4
CCC(=O)c1cc(F)c(N2CCN(C(=O)Cc3ccccc3)CC2)cc1C | . | -5 | 3 | 0 | . | 1.1 | -4 | . | -15
CCn1c(=O)c(=O)[nH]c2cc(C(=O)NC3CCCc4ccccc43)ccc21 (stereo not given) | 8 | 8 | -4 | . | -1 | 1.1 | . | 8 | -7
CCS(=O)(=O)N1CCCC(C(=O)NCCCN(C)Cc2ccccc2)C1 (stereo not given) | -3 | 23 | 4 | -8 | 1 | 1 | 2 | 4 | 1
Cc1cccc(N2CCN(C(=O)c3ccc(NS(=O)(=O)c4c(C)noc4C)cc3)CC2)c1C | 4 | 27 | -1 | -9 | -14 | 1 | -1 | 11 | 12
Cn1c(Br)nc2c1c(=O)n(CC(O)COc1ccccc1)c(=O)n2C (stereo not given) | 22 | -39 | -3 | -5 | 10 | 0.99 | -1 | 5 | -11
O=C(c1nnc(Cc2ccc(Cl)cc2)o1)N1CCOCC1 | 15 | 3 | 1 | 2 | -4 | 1 | -4 | 7 | -6
COC(=O)c1ccc(NC(=O)CSc2nnc(Cc3cccn3C)n2-c2ccc(F)cc2)cc1 | 13 | 17 | 0 | -3 | 5 | 1 | -5 | 4 | -14
O=C(C1CC1)N1CCc2cc(Br)cc(S(=O)(=O)N3CCN(c4ccccn4)CC3)c21 | 21 | 18 | 3 | . | 20 | 1 | . | 5 | -3
CC1CN(C(=O)COC(=O)c2cccs2)CC(C)O1 (stereo not given) | 7 | -13 | -14 | -2 | 9 | 1 | -2 | 8 | -1
CN1CCCCCC1=NC1=C(C#N)CCCC1 | 11 | -3 | 1 | -3 | 1 | 1 | -2 | 4 | -1
CC(=O)NS(=O)(=O)c1ccc(N)cc1 | 2 | -8 | -1 | 0 | 10 | 0.97 | 1 | 10 | -15
CCCCCCn1c(CN2CCC(C)CC2)nc2c1c(=O)n(C)c(=O)n2C | . | 27 | -3 | -8 | . | 1 | -3 | . | -12
O=C(/C=N/O)NCc1cccnc1 | -5 | 5 | 4 | -2 | -32 | 0.94 | -2 | 5 | -6
Cc1ccc2cc(CN(CCCN3CCOCC3)C(=O)NC3CCCCC3)c(=O)[nH]c2c1C | -8 | 13 | -6 | 7 | 4 | 1.1 | -1 | 7 | 18
CC(O)CNC(=O)C1CCN(Cc2ccc(OCc3ccccc3)cc2)CC1 (stereo not given) | -4 | -1 | 1 | -2 | -20 | 1 | -4 | 3 | -7
